Screening data from PubChem.
NadD block = blocks S. aureus nicotinate mononucleotide adenylyltransferase; purified NadD enzyme, colorimetric absorbance read-out; inhibition, % at 20 µM; 360,000 tested, 0.78% active; AID 602399; in the data active = inhibition above about 26%; also: some compounds past the cut are filed as inactive
CSN deneddyl inh = CSN deneddylation inhibition. Purified CSN, SCF-Nedd8-OG deneddylation, fluorescence polarization. inhibition, % at 12.5 µM. 360,000 tested, 0.38% active;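 active = pattern-corrected inhibition above about 35%, with an unprinted fluorescence ratio check between 0.5 and 1.5, limit read from the data, passing the limit was not always enough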;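 also: 0% = enzyme with substrate and 100% = substrate without enzyme; some results filed as inactive read as strong as hits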
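Assay system: HEK293T-derived human Csn5 enzyme; quantity: 0.24 nM enzyme; medium: Tris/NaCl/DTT buffer, pH 7.5; also added: substrate SCFSkp2-Nedd8OG, 10 nM; doses: 12.5 µM compound; schedule: 90 min reaction at room temperature; signal: FP; read-out: % inhibition of substrate cleavage by Csn5; benchmarks: substrate-only high control, full reaction low control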
Neddylation inh = inhibitors of human cullin neddylation; TR-FRET cullin neddylation, biochemical; 360,000 tested, 0.58% active; P61081+Q13564; calls only at 25 µM; in the data active = inhibition above about 36%
Rpn11 inh = Rpn11 (human) deubiquitinase inhibition; O00487; human 26S proteasome, Ub4-pepOG fluorescence polarization; 20S core pre-blocked with epoxomicin; calls only at 20 µM; 360,000 tested, 0.59% active; AID 588493;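 active = inhibition at 20 µM, scaled to each plate's controls, above about 33%, limit read from the data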
Target sequence (O00487 whole entry, looked up): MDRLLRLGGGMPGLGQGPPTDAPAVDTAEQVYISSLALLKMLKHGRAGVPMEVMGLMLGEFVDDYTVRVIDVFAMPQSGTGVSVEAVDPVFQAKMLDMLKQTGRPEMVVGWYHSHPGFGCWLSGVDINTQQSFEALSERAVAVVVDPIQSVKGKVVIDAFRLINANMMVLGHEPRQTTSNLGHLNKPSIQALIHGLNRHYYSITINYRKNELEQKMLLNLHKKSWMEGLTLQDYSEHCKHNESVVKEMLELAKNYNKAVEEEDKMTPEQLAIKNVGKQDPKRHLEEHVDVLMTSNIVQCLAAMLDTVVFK
MT1-MMP act inh = blocks activation of human MT1-MMP; HT1080 RFP-PRO-GFP cells, GFP/RFP ratio fluorescence, overnight; percent of plate control window, DMSO zero; AID 651647; GFP/RFP ratio change, % at 20 µM; 360,000 tested, 0.061% active;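 active = GFP/RFP ratio change of at least 30% with cell ATP level not reduced by more than half and red fluorescence within 50% of control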; also: strong numbers were not always called active
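system = RFP-PRO-GFP reporter HT1080 cells | dosing = 20 µM single dose, 1% DMSO | timing = overnight cell settling, then overnight compound exposure, 37 °C, 5% CO2 | read-out basis = GFP/RFP fluorescence ratio | controls = DMSO and RFP-L50D-GFP cell wells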
MLLE-PAM2 inh = inhibitors of microRNA-mediated deadenylation, human PABP1 MLLE binding; P11940; GST-MLLE / FITC-PAM2 fluorescence polarization; inhibition, % at 20 µM; 360,000 tested, 0.36% active; in the data active = inhibition above about 35%, passing the limit was not always enough;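 also: plate controls were DMSO wells with GST-MLLE for no effect and wells lacking GST-MLLE protein for full effect; some results filed as inactive read as strong as hits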
Target sequence (P11940 whole entry, looked up): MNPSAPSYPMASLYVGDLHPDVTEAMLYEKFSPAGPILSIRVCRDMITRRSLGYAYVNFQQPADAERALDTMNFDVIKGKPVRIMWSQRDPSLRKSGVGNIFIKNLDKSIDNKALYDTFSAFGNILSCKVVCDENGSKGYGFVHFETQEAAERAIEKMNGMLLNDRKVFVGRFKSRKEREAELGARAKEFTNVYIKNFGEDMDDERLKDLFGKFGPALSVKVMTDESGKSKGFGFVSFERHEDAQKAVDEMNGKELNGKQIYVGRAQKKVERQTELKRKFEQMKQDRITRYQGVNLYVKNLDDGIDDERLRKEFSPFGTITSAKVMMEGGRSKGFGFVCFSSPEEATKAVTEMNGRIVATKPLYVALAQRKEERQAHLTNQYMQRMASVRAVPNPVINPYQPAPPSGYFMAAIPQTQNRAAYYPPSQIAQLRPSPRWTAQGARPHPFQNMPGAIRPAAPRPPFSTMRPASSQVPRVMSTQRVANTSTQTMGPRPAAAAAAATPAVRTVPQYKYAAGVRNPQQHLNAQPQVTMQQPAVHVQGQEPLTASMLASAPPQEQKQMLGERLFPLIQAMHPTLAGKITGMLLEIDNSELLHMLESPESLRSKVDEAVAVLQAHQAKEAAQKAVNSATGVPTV
Rin1-Abl PPI inh = inhibitors of human Rin1-Abl protein interaction. P00519+Q13671. TR-FRET Rin1/Abl binding, biochemical. inhibition, % at 7.35 µM. 360,000 tested, 0.4% active; in the data active = inhibition above about 5%, passing the limit was not always enough
SKN-1 inh = C. elegans SKN-1 inhibition | inhibition, % at 21.8 µM | C. elegans VP596 Pgst-4::GFP/RFP ratio, acrylamide-induced, 24 h | 360,000 tested, 0.49% active | AID 624304;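 active = interference check ratio from 0.5 to 1.5 plus GFP to RFP signal ratio inhibition reaching or exceeding a fixed threshold, cut at about 30% in these data, passing the limit was not always enough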; also: some compounds called inactive have numbers as strong as hits
FAS-TE inh = FAS thioesterase (human) inhibition; inhibition, % at 15 µM; recombinant FAS-TE, OMFH fluorogenic substrate, fluorescence endpoint; 360,000 tested, 0.67% active; P49327; AID 602261;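 active = compounds whose normalised, plate-corrected inhibition of enzyme fluorescence in the single-dose primary screen is 50% or more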;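 also: 0% = DMSO with enzyme and 100% = substrate without enzyme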
An asterisk follows results filed as active; i = inactive; . = not tested or not shown; + = active, no number.

Compound,NadD block,CSN deneddyl inh,Neddylation inh,Rpn11 inh,MT1-MMP act inh,MLLE-PAM2 inh,Rin1-Abl PPI inh,SKN-1 inh,FAS-TE inh
CCOC(=O)c1ccc(NC(=S)N(CCCN2CCCCCC2)Cc2ccco2)cc1,-11,2,i,i,-1,-29,1,0,-11
Fc1cccc(Cc2noc(CN3CCC(c4ccncc4)CC3)n2)c1,5,-4,i,i,-4,5,-2,-5,-2
O=C(Cc1cccs1)NCc1ccc(Cl)cc1,1,-2,i,i,-2,5,0,-2,-5
COC(=O)Cn1c(CN2CCc3ccccc3C2)nc2c1c(=O)n(C)c(=O)n2C,10,-2,i,i,-7,-4,1,4,2
COc1ccc(C(CC(=O)O)NC(=O)C(c2ccccc2)c2ccccc2)cc1 (stereo not drawn),1,-3,i,i,-3,10,1,20,2
Cc1nn(-c2ccccc2)c(C)c1-c1ccccc1O,-1,3,i,i,2,5,1,6,2
Cc1cccc(COc2ccccc2C(=O)N(C)CC(=O)Nc2cccc(F)c2)c1,-4,1,i,i,1,9,5,-23,21
CC(=O)OC(C(=O)Nc1nccs1)c1ccccc1 (stereo not drawn),-1,-2,i,i,-5,-7,0,7,-5
CC1(C)CC(NC(=O)Cc2ccccc2)CC(C)(C)N1,-6,-1,i,i,0,-8,-1,-3,-4
O=C(CN(Cc1ccccc1)C(=O)CCC(=O)Nc1nccs1)NCc1ccco1,1,0,i,i,-1,1,-1,9,-1
Fc1cccc(Cc2noc(CN3CCCCC3c3ccccn3)n2)c1 (stereo not drawn),0,2,i,i,2,7,3,-1,-4
Nc1nc(-c2ccc3c(c2)OCCO3)c(CC(=O)O)s1,6,16,i,i,-21,-150,-18,9,-3

Reprinted from the part before: 2 entries; new compounds follow.
Compound,NadD block,CSN deneddyl inh,Neddylation inh,Rpn11 inh,MT1-MMP act inh,MLLE-PAM2 inh,Rin1-Abl PPI inh,SKN-1 inh,FAS-TE inh
Fc1cccc(Cc2noc(CN3CCCCC3c3ccccn3)n2)c1 (stereo not drawn),0,2,i,i,2,7,3,-1,-4
Nc1nc(-c2ccc3c(c2)OCCO3)c(CC(=O)O)s1,6,16,i,i,-21,-150,-18,9,-3
Cc1ccccc1Cn1c(=O)n(-c2ccccc2)c(=O)c2ccc(C(=O)NCc3ccco3)cc21,6,3,i,i,-5,7,-1,3,2
O=C(NCc1ccccc1)C1=C[C@H](C2CC2)C[C@H](OCCCCO)O1,-2,4,i,i,3,10,3,-5,-9
O=C(Cn1[nH]c(=O)c2ccccc2c1=O)Nc1cccnc1,-9,-4,i,i,5,-9,2,-5,-4
CC(C)OC(=O)[C@H]1[C@H](c2ccc(Cl)cc2)[C@@](C#N)(C(N)=O)[C@@H]2C=CC(C(N)=O)=CN21,6,-4,i,i,-10,2,-2,2,59*
O=C(/C=C/c1ccccc1)CC(O)(c1ccccc1)C(F)(F)C(F)F (stereo not drawn),-13,8,i,i,-21,-9,2,16,1
COc1ccc(C(=O)NCc2nnc(SC)n2C2CCCCC2)cc1,-3,4,i,i,0,-7,-1,4,-8
O=C1c2ccccc2C(=O)N1c1ncccn1,-3,-1,i,i,.,-5,-2,4,-7
O=C(CN1CCN(c2ccccc2F)CC1)c1c[nH]c2ccc(F)cc12,-1,5,i,i,22,-6,3,-34,-6
CSC1=C(C#N)C(CC(C)C)C(C(C)=O)=C(C)N1 (stereo not drawn),-3,-6,i,i,1,6,-4,-6,-1
CCn1c(CNc2ccc(OC)cc2)nnc1SCC(=O)N1CCCc2ccccc21,4,-4,i,i,-3,-25,-1,3,-1
CCOc1cccc(C(=O)Nc2ccc3[nH]ncc3c2)c1,-4,-1,i,i,2,-17,1,-7,-5
O=C(CSc1n[nH]c(-c2ccc(Cl)cc2Cl)n1)Nc1ccccn1,-3,-2,i,i,3,-39,0,5,-39

3 entries already listed, arranged by length of the SMILES, low to high.
Compound,NadD block,CSN deneddyl inh,Neddylation inh,Rpn11 inh,MT1-MMP act inh,MLLE-PAM2 inh,Rin1-Abl PPI inh,SKN-1 inh,FAS-TE inh
CSC1=C(C#N)C(CC(C)C)C(C(C)=O)=C(C)N1 (stereo not drawn),-3,-6,i,i,1,6,-4,-6,-1
O=C(CN1CCN(c2ccccc2F)CC1)c1c[nH]c2ccc(F)cc12,-1,5,i,i,22,-6,3,-34,-6
CC(C)OC(=O)[C@H]1[C@H](c2ccc(Cl)cc2)[C@@](C#N)(C(N)=O)[C@@H]2C=CC(C(N)=O)=CN21,6,-4,i,i,-10,2,-2,2,59*

New compounds follow
Compound,NadD block,CSN deneddyl inh,Neddylation inh,Rpn11 inh,MT1-MMP act inh,MLLE-PAM2 inh,Rin1-Abl PPI inh,SKN-1 inh,FAS-TE inh
CC1Oc2ccccc2N(CC(=O)Nc2ccc3c(c2)OCCO3)C1=O (stereo not drawn),-3,-6,i,i,-2,-1,2,12,-4
c1ccc(-n2nnnc2-n2cnc3ccccc32)cc1,4,0,i,i,-1,-4,3,9,-8
C=CCn1c(-c2ccccn2)n[nH]c1=S,2,-4,i,i,1,-14,-3,15,-1
COCCN(C(=O)c1ccccc1F)c1c(N)n(Cc2ccccc2)c(=O)[nH]c1=O,-1,3,i,i,0,-10,-2,0,-2
O=c1[nH]c2cc(Cl)c([N+](=O)[O-])nc2[nH]1,-2,-6,i,i,5,-15,-3,7,2
NS(=O)(=O)c1cc(C(=O)OCC(=O)N2CCOCC2)ccc1Cl,0,4,i,i,-1,5,-2,-1,-6
COc1ccc(-c2ccc(CN3C(CC(C)C)C(=O)N(Cc4cn(Cc5ccco5)nn4)CCS3(=O)=O)cc2)cc1OC (stereo not drawn),3,2,i,i,-1,-2,1,1,5
Cc1n[nH]c(C)c1CCOc1ccc(C(C)C)cc1,-7,-4,i,i,1,9,0,3,-9
COc1ccc(NC(=S)N(C)CC2COc3ccccc3O2)cc1 (stereo not drawn),11,2,i,i,3,-1,3,2,-5
O=[N+]([O-])c1ccc(/C=N/n2c(C3CCCCC3)n[nH]c2=S)cc1,10,1,i,i,4,-49,-2,-13,4
Cc1ccc(N(C(=O)c2csnn2)C(C(=O)NC(C)(C)C)c2cccs2)cc1 (stereo not drawn),0,-5,i,i,1,13,4,8,2
COc1ccc(CCn2c(NN=C3CCCCC3)nc3c2c(=O)[nH]c(=O)n3C)cc1,9,2,i,i,0,-2,3,12,0
CCOC(=O)c1nc(C)nc(Sc2n[nH]c(-c3cc(Cl)cc(Cl)c3)n2)c1C,-7,-1,i,i,0,-3,1,-9,10
COc1ccc(Nc2nc(C)cc(C)c2C#N)c(OC)c1,-6,5,.,i,-1,-3,-2,16,-2
CCCCCCN1C[C@H](n2cc(COC(=O)c3ccccc3)nn2)[C@@H](O)C[C@@H]1c1ccccc1,2,2,i,i,-6,19,-3,-18,9
CCOC(=O)c1ccccc1NC(=O)C1CSC2(C)CCC(=O)N12 (stereo not drawn),-3,0,i,i,1,2,0,-7,-3
COc1ccc(-c2nc(Cc3ccc(Cl)cc3)no2)cc1OC,-9,3,i,i,5,1,-1,-4,3
Fc1ccccc1CNC(=S)NCc1ccc(Cl)cc1,-5,2,i,i,-4,-93,1,12,17
S=C(NCCCN1CCOCC1)Nc1ccc(N2CCOCC2)cc1,12,6,i,i,0,8,4,0,-3
Cc1ccc(/C=N/NC(=O)c2ccc(OC3CCCC3)cc2)o1,-1,0,i,i,5,9,-2,7,0
Cc1cc(Cl)c(S(=O)(=O)NC2CCCCC2)cc1OCC(=O)Nc1nncs1,5,10,i,i,3,8,0,11,0
O=C(NCc1ccncc1)C1CCCN(S(=O)(=O)Cc2ccccc2)C1 (stereo not drawn),7,2,i,i,-2,-15,0,14,-8
Cc1ccc(N2C(=O)CC(Sc3ccccc3C(=O)O)C2=O)cc1C (stereo not drawn),-3,0,i,i,7,36,5,-1,-5
C=C(C)CSCc1nc2ccccc2[nH]1,0,1,i,i,-1,22,1,4,-9
CC(O)CN=c1cc(-c2ccccc2)oc2ccc(Cl)cc12 (stereo not drawn),-1,-2,i,i,7,-1,-5,17,-6
CCOc1ccc(C(=O)NCC(=O)OCC(=O)Nc2ccccc2OC)cc1,-1,4,i,i,-14,-9,2,2,0
CCSc1nc2ccccc2n1CCC(=O)O,2,-1,i,i,3,0,-2,-1,-4
NS(=O)(=O)c1cccc(NC(=O)Cc2ccc(Cl)c(Cl)c2)c1,-5,-1,i,i,4,-5,-2,-6,6
O/N=C(/c1ccc(F)cc1)C1CC1c1c(F)cccc1Cl (stereo not drawn),-12,4,i,i,-1,-8,4,4,-1
COc1ccc(NC(=O)C(C/C=C(/C)Cl)C(C)=O)cc1 (stereo not drawn),-5,0,i,i,-4,-5,3,-27,3
Cc1c(Cl)cccc1NC(=O)CCC(=O)NNC(=O)c1ccccc1Cl,-4,5,i,i,4,-8,2,-7,-4
CCOC(=O)N1CCN(C(=O)CCc2c(C)nc3c(c(C)nn3-c3ccc(C)c(C)c3)c2C)CC1,-8,-1,.,i,-6,-3,0,2,12
CC(C)(C)c1cc(C(=O)NCc2ccccc2)ccn1,9,6,i,i,0,4,-2,16,-6
CC(=O)c1ccc(S(=O)(=O)Nc2ccc(C(=O)NCC(c3ccco3)N3CCCC3)cc2)cc1 (stereo not drawn),6,8,i,i,-3,-4,2,-4,-9
O=C(Nc1nnc(C(F)(F)F)s1)c1ccc(N2C(=O)C3C4C=CC(C4)C3C2=O)cc1 (stereo not drawn),-3,3,i,i,-2,4,-1,17,-5
COc1ccccc1NC(=O)C1=C(C)NC(SCC(=O)Nc2ccc(C(=O)O)cc2)=C(C#N)C1c1cccs1 (stereo not drawn),11,0,i,i,-4,-6,-3,-1,-1
O=C(c1cc(S(=O)(=O)N2CCC3(CC2)OCCO3)ccc1F)N1CCCCC1,5,4,i,i,1,10,1,-3,-2
Cc1nnnn1-c1cccc(C(=O)O)c1,1,15,i,i,9,2,0,0,-3
NC(=O)NC(=O)C(c1ccccc1)N1CCN(S(=O)(=O)c2ccc(Br)s2)CC1 (stereo not drawn),0,-2,i,i,-4,6,-1,2,3
CCCNC(=O)COc1nc2ccccc2nc1N1CCOCC1,-5,-4,i,i,-2,-18,0,-4,-8
Cc1cc(C(C)(C)C)cc(C)c1COC(=O)CN1C(=O)NC2(CCCC2)C1=O,-4,4,i,i,1,3,0,1,52*
O=C(CSc1nc(O)cc(=O)n1-c1ccccc1)Nc1ccccn1,4,10,i,i,0,15,2,-3,-4
O=C1OC(C(Cl)(Cl)Cl)Nc2ccccc21 (stereo not drawn),1,-1,+,i,5,-13,2,-6,-4
COc1ccc(C2CC(c3ccccc3)n3nc(NC(=O)c4cccs4)nc3N2)cc1 (stereo not drawn),27,1,.,i,-3,14,-2,-35,-1
Cn1c(=O)c2c(nc(N3CCCCCC3)n2CC(=O)c2ccc(Br)cc2)n(C)c1=O,0,5,i,i,0,-11,-1,-1,3
COc1ccc(NC(=O)c2sc(NC(=O)COc3ccccc3)nc2C)cc1,-5,2,i,i,4,6,3,17,6
O=C(NCCOc1ccccc1)c1cccc(S(=O)(=O)N2CCN(Cc3ccccc3)CC2)c1,-5,5,i,i,-1,0,0,5,18
O=C(CNC(=S)NC(=O)c1ccccc1)c1ccccc1,-1,-3,i,i,6,33,-2,-5,12
